RXFP1 ag: qHTS Assay for Agonists of the Relaxin Receptor RXFP1 | Relaxin receptor 1 (Homo sapiens), Q9HBX9 | actives 0.3% (n = 370,000) | Potency, µM (series often up to 57.5 µM), inactives show top-dose activation, hits mostly activators | HEK293T-RXFP1 cAMP TR-FRET, 30 min; response scale: percent of porcine relaxin response, buffer zero; note: potency is the fitted concentration of half-maximal effect; % is set by controls: 0 for no effect and ±100 for the full control effect; nearly all actives have a fitted effect of over 60% in size; many of its hits are not listed in these tables
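cAMP rise read by TR-FRET after 30 min, 37C compound exposure (up to 58 uM) in RXFP1-transfected HEK293 cells with Ro 20174 present. EC50 from Hill-equation fits, with 29 nM porcine relaxin as 100% and buffer as basal.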
D1 PAM: Potentiators of Human D1 Dopamine Receptor: qHTS; AID 504651, 2011; D(1A) dopamine receptor (Homo sapiens), P21728; HEK293 TREx D1 cells, calcium flux, dopamine EC20 potentiation; actives 0.036% (n = 360,000); potentiation, % at 10 µM; in the data active = potentiation above about 30%; note: 0% is about no effect
Target sequence (P21728 whole entry, looked up): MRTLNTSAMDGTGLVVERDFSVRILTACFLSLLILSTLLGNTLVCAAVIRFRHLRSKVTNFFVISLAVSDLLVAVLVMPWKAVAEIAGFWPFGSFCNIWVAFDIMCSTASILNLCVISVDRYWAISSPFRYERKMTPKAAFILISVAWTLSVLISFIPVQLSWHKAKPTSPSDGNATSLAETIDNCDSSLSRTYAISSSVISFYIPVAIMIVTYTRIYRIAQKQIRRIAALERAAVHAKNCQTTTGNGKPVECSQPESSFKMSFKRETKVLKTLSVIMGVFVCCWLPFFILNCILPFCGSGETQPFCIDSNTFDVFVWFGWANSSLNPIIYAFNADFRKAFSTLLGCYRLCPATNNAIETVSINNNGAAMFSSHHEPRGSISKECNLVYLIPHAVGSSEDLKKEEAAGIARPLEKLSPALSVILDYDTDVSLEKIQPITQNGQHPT
Vif-A3F inh: qHTS for Inhibitors of Vif-A3F Interactions: qHTS; HeLa A3F-eYFP + Vif (tagged APOBEC3F with the HIV-1 protein that degrades it), YFP fluorescence increase; Potency, µM (doses to about 46.1 µM), inactives show at the highest dose activity, negative = active; actives 0.2% (n = 390,000); note: potency is the fitted concentration of half-maximal effect; % of control where 0% means no effect; nearly all actives have a fitted effect of over 65% in size
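HeLa cells stably expressing A3F-eYFP plus Vif, plated and incubated overnight at 37 deg C, then exposed to compounds overnight at 37 deg C. Blocked degradation read as raised yellow fluorescence (Ex 488/Em 500-530).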
D1 ag: Allosteric Agonists of the Human D1 Dopamine Receptor: qHTS | HEK293 T-REx D1 cells, calcium flux, agonist mode | actives 1% (n = 360,000) | D(1A) dopamine receptor (Homo sapiens), P21728 | activation, % at 2 µM | AID 504660, 2011; in the data active = activation above about 30%; note: 0% is about no effect
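Inducible HEK293 T-REx D1 cells, force-coupled to calcium signalling, were plated at 4000 cells/well with tetracycline and held overnight at 30 C. After no-wash calcium dye loading, compound-evoked calcium rise over 180 s flagged agonists.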
D1 antag: Antagonist of Human D 1 Dopamine Receptor: qHTS | D(1A) dopamine receptor (Homo sapiens), P21728 | HEK293 TREx D1 cells, calcium flux, dopamine EC80; active compounds read low | activity change, negative = inhibition, % at 10 µM | actives 3.2% (n = 360,000); in the data active = activity change below about -30%; note: % is set by controls: 0 for no effect and ±100 for the full control effect
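HEK293 T-REx cells expressing inducible, force-coupled D1 receptor; no-wash Ca dye, 30–90 min RT. Cmpd → 180 s read at 1 Hz → EC80 DA → 180 s read.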
Vif-A3G inh: qHTS for Inhibitors of Vif-A3G Interactions: qHTS. Potency, µM (doses to about 46.1 µM), for the others: at the top dose activity, negative = active, actives largely listed as inhibitors. HeLa A3G-eYFP + Vif (tagged APOBEC3G with the HIV-1 protein that degrades it), YFP fluorescence, overnight. DNA dC->dU-editing enzyme APOBEC-3G (Homo sapiens), Q9HC16. actives 0.076% (n = 410,000);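 note: potency is the fitted concentration of half-maximal effect; % is set by controls: 0 for no effect and ±100 for the full control effect; nearly all actives have a fitted effect of over 60% in size; hits raise eYFP signal because A3G escapes Vif-driven loss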
Target sequence (Q9HC16 whole entry, looked up): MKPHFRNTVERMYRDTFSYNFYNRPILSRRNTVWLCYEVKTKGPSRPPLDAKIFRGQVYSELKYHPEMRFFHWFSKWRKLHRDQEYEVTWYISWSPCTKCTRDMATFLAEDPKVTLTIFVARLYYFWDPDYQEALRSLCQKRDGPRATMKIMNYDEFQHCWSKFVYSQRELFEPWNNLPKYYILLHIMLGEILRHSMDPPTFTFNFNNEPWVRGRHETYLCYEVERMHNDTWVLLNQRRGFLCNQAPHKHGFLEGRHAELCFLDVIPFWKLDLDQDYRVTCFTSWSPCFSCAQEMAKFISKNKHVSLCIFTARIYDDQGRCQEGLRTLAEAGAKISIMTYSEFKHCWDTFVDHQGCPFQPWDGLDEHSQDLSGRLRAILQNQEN
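HeLa cells stably expressing Vif and C-terminally eYFP-tagged A3G, seeded overnight at 37 deg C, then exposed to compound by pintool overnight at 37 deg C. Rise in yellow fluorescence (Ex 488/Em 500-530, Acumen) marks blocked Vif-driven A3G degradation.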
D2 PAM: HTS Assay for Positive Allosteric Modulators of the Human D2 Dopamine Receptor: Primary Screen for Potentiators; potentiation, % at 10 µM; D(2) dopamine receptor (Homo sapiens), P14416; actives 0.34% (n = 340,000); HEK293 T-REx D2, calcium flux, EC20 dopamine potentiation;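 active = potentiation over 3 SD above the plate norm, cut at about 30% in these data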; note: 0% is about no effect
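Tetracycline-induced HEK293 T-REx cells force-coupled to calcium signalling expressed D2; compounds were pin-added after a 10 s baseline, read kinetically 180 s, then an EC20 dopamine challenge followed with a further 180 s calcium read.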
RXFP1 antag: qHTS Assay for Antagonists of the Relaxin Receptor RXFP1; actives 0.59% (n = 350,000); activity change, negative = inhibition, % at 57.5 µM; Relaxin receptor 1 (Homo sapiens), Q9HBX9; HEK293-RXFP1, relaxin-stimulated cAMP HTRF, 30 min; active compounds read low;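 active = activity change of -60% or lower, but not beyond a set lower limit; inconclusive = change between -60% and -40%, or beyond the set limit; inactive = change above -40%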; note: % is set by controls: 0 for no effect and ±100 for the full control effect
GRP78 ERSR act: qHTS for Inducers of the Endoplasmic Reticulum Stress Response (ERSR) in Human Glioma: qHTS; U87-MG GRP78 promoter luciferase reporter, 16 h; Potency, µM, without a hit: top-dose activation, most hits filed as activators; actives 0.02% (n = 420,000); AID 602332, 2012; note: potency is the fitted concentration of half-maximal effect; series mostly up to about 76 µM; % of control where 0% means no effect; nearly all actives have a fitted effect of over 35% in size
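Stably transfected U87-MG human glioma cells carrying a GRP78-based luminescent sensor were seeded at 1000 cells/well, pin-dosed with compounds and incubated 16 h. Luciferase reagent was then added, and end-point luminescence was read after 10 min at room temperature.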
Numbers without * were called inactive; ? = inconclusive; . = no result given; & = joins results of further samples. Unless noted, calls come from the whole dose curve; as a rule, active = well fitted curve in the direction sought with a large enough effect; inconclusive = small, poorly fitted or top-dose-only effect, or another doubt; inactive = no such curve, though single readings can be large; an effect the other way counts as inactive or inconclusive. The list is partial (hit frequency here may not be typical).

The line under a structure holds: RXFP1 ag	D1 PAM	Vif-A3F inh	D1 ag	D1 antag	Vif-A3G inh	D2 PAM	RXFP1 antag	GRP78 ERSR act
COc1cccc(-n2c(=O)c3sccc3n(Cc3cc(=O)n4cc(Cl)ccc4n3)c2=O)c1
    17.0%	0.1	-1.3%	-1.0	-31.9*	-4.3%	4.7	8.1	-2.1%
CN(C(=O)CSc1ncnc2scc(-c3ccccc3)c12)C1CCS(=O)(=O)C1 (stereo not drawn)
    10.6%	-7.5	-1.1%	2.1	12.0	-2.3%	3.6	-13.8	0.7%
Cc1ccccc1C(=O)n1nc(-c2cccnc2)nc1NCc1ccccc1
    0.3%	-0.9	2.2%	9.4	-7.7	-3.1%	-8.4	-29.7	-0.2%
CCOc1ccc(N2C(=O)CC(Sc3nc4ccc(OCC)cc4s3)C2=O)cc1 (stereo not drawn)
    .	.	-15.1%	.	.	-0.6%	.	-17.6	2.3%
COc1ccc(N(C(=O)COc2ccccc2OC)S(=O)(=O)c2ccc(C)cc2)cc1
    0.0%	1.5	1.3%	1.5	2.0	-2.7%	7.9	0.2	-3.2%
Cc1cc(NC(=O)c2c([N+](=O)[O-])c(C)nn2C)no1
    -1.6%	0.5	8.8%	0.6	6.3	-1.6%	.	-11.2	-3.5%
CCN1C(=NCc2ccco2)N[C@@H](c2cccc(F)c2)C(C(=O)OC)=C1C
    2.2%&-0.5%	-3.3&-7.4	-5.9%	6.4&4.7	-7.8&-14.2	2.2%	.	.	-2.3%
COc1cc(NC(=O)C(C)Oc2ccccc2)c(OC)cc1NC(=O)c1ccccc1 (stereo not drawn)
    -2.3%	-0.8	-0.6%	7.2	-27.3	-2.6%	5.0	-14.7	-0.4%
CC1CC(Nc2ccccc2)=CC(=O)O1 (stereo not drawn)
    -0.1%	0.6	-7.6%	5.9	6.7	-5.3%	14.0	-4.8	5.1%
CCOC(=O)c1[nH]c(C)c(C(=O)N2CCN(C(=O)OCC)CC2)c1CC
    2.8%	-2.2	1.7%	0.5	7.5	-6.2%	0.5	-1.3	0.2%
COc1ccc(CCC(=O)NCc2ccc3c(c2)CCN3C(=O)c2ccccc2)cc1
    1.2%	0.0	-0.6%	-1.4	-1.0	4.0%	0.7	-20.6	-4.9%
O=C(NCc1ccccc1)C(=O)Nc1nc(C23CC4CC(CC(C4)C2)C3)cs1
    0.9%	7.4	3.1%	0.9	-5.3	-3.8%	1.7	-18.5	-3.0%
CCOC(=O)c1nn(-c2ccc(F)cc2)c(=O)cc1OCC(=O)Nc1ccc(F)c(F)c1
    28.0%	2.1	?	2.7	-29.7	-0.6%	0.6	-6.9	-2.1%
CC1=C(CC(=O)NCC(=O)NCC(=O)O)c2cc(F)ccc2/C1=C/c1ccc(S(C)=O)cc1 (stereo not drawn)
    -3.2%	-1.0	-9.2%	1.1	6.7	0.9%	-7.4	-3.5	-3.5%
CC(CNS(=O)(=O)c1ccc(Br)cc1)CN(C)C (stereo not drawn)
    -1.0%	5.3	-5.5%	3.8	14.8	-2.5%	-9.4	-5.1	-3.4%
Cc1cc2ccccc2c(=O)n1CC(=O)N(C)c1ccc(F)cc1
    -0.4%	-0.5	1.6%	-3.4	7.8	0.5%	0.6	6.6	-8.6%
Cc1cccc(N(Cc2cc3ccc(C)cc3[nH]c2=O)S(=O)(=O)c2ccccc2)c1
    1.4%	3.2	6.1%	3.0	21.2	-11.9%	-15.1	6.2	-1.5%
COc1ccc(Oc2c(Cl)cnn(-c3ccc(F)cc3)c2=O)cc1
    3.2%	2.5	-8.8%	1.8	-11.9	-14.0%	-1.7	-0.1	-0.6%
COc1ccc(NC2c3ccccc3C(=O)N2Cc2ccco2)cc1OC (stereo not drawn)
    -0.7%	-5.4	-205.6%	-1.3	11.7	0.5%	2.7	6.9	-1.4%
Cc1ccc(S(=O)(=O)N(CCc2ccccc2)CC(=O)Nc2ccc(Br)cc2)cc1
    2.7%	-0.7	0.9%	6.2	2.3	-0.6%	-4.5	-14.8	-3.7%
CCC(C)NC(=O)C(Cc1ccccc1)NS(=O)(=O)c1ccc2c(c1)oc(=O)n2C (stereo not drawn)
    5.5%	1.5	0.0%	-0.5	1.0	3.5%	-2.8	3.3	-2.7%
Cc1cccc(N2CN(Cc3cccnc3)CNC2=S)c1
    0.1%	11.2	1.0%	2.7	-13.1	0.7%	-2.3	-1.8	?
CN1CCN(c2ccc(S(=O)(=O)N3CCCCC3)cc2NC(=O)Cc2c(F)cccc2Cl)CC1
    1.3%	-4.2	-28.2%	11.0	-19.5	-0.1%	2.0	-15.6	-4.7%
Cc1ccc(N(C)C(=O)N2CCN(S(=O)(=O)c3ccc4ccccc4c3)CC2)cc1
    -0.3%	6.5	-6.8%	0.5	13.9	5.2%	-0.3	7.5	-0.4%
Cc1ccsc1C1C2=C(CC(C)(C)CC2=O)Nc2ncnn21 (stereo not drawn)
    1.0%	0.5	3.3%	2.3	-1.1	-1.3%	12.6	.	-3.7%
NC(=Nc1ccc(Cl)cc1)c1ccccc1
    1.9%	-3.0	9.5%	70.8*	-53.2*	1.8%	-12.8	-5.4	4.5%
Cc1ccc(F)cc1NC(=O)CCSc1nc(-c2ccco2)cc(C(F)(F)F)n1
    5.9%	0.3	-5.7%	1.1	8.4	4.8%	8.5	-2.8	-2.0%
COc1ccccc1C(=O)COC(=O)/C=C/c1ccccc1
    4.0%	-0.5	1.7%	15.7	-8.6	-4.6%	2.0	-12.9	1.1%
c1ccc(-c2n[nH]c(-c3ccccn3)n2)cc1
    -0.9%	0.1	6.8%	2.2	-11.2	-7.0%	2.2	-17.4	-7.2%
COc1ccccc1S(=O)(=O)Cc1ccc(C(=O)NC2CC2)o1
    3.0%	-1.8	1.9%	2.3	-26.2	1.9%	-5.2	15.4	0.7%
CO/N=C1\CCn2c1c(C)c1ccccc12
    0.7%	-2.5	-10.9%	-1.1	-3.5	-5.7%	-2.0	8.9	-0.8%
CCc1ccc(OCC(=O)OC(C)C(=O)Nc2ccc(Cl)cn2)cc1 (stereo not drawn)
    -2.5%	-3.4	-30.0%	5.1	-16.6	4.5%	-0.9	-20.1	-1.6%
COc1cc(C(=O)ON=C2C(C)=CC(=O)C=C2C)cc(OC)c1OC
    1.4%	0.5	3.7%	1.0	-0.1	0.3%	9.1	3.0	-4.5%
COc1cc(OC)c(N(C)S(=O)(=O)c2cccc(C(=O)Nc3nccs3)c2)cc1Cl
    .	.	?	.	.	-5.4%	.	-14.2	-6.7%
CC(C)CC(C)c1cc(N)nc2nc3ccccc3n12 (stereo not drawn)
    3.1%	1.7	-4.3%	0.4	30.0	-5.8%	-1.6	-61.1*	-0.5%
Cc1cccc(NC(=O)c2c(C)cc(C)nc2SCC(=O)c2ccccc2)c1
    ?	-0.1	4.6%	4.9	-4.1	0.9%	-26.3	-15.3	-2.0%
COc1ccc(-c2cc(CC3(C(=O)O)CCN(C(=O)OC(C)(C)C)CC3)on2)c(OC)c1
    0.3%	-2.2	5.4%	-1.0	-2.3	-1.7%	-3.6	.	-0.6%
O=C(CN1CC[n+]2c(-c3cccs3)csc21)c1ccc(-c2ccccc2)cc1
    -1.8%	-0.2	14.9%	-0.5	12.9	1.6%	-2.8	-39.9	-5.7%
O=C(Cn1cnc([N+](=O)[O-])n1)NCc1ccccc1
    1.5%	-2.1	2.3%	2.8	-19.6	-0.1%	-9.4	-0.8	-2.4%
COc1ccc(Cn2nnnc2C(c2cc3cccc(C)c3[nH]c2=O)N2CCN(C)CC2)cc1 (stereo not drawn)
    1.4%	-3.0	-0.5%	1.8	8.7	-0.9%	-2.3	8.6	-2.5%
Cc1c(C(=O)N2CCN(Cc3ccc4c(c3)OCO4)CC2)sc2ncnc(N3CCN(c4ccccc4F)CC3)c12
    4.4%	-4.5	0.8%	1.9	-1.2	-3.2%	.	-5.3	-0.7%
COC(=O)CSc1nnc(-c2c[nH]c3ccccc23)o1
    -5.4%	3.4	-0.5%	-0.2	-2.7	-3.4%	2.9	-6.1	-0.9%
Nc1cccc(NP(=O)(c2ccccc2)c2ccccc2)c1
    1.6%	1.1	7.2%	2.0	-7.9	1.3%	5.1	1.9	-3.1%
NC(=O)c1cc(S(=O)(=O)NCC2CCC(C(=O)Nc3cccc(Cl)c3)CC2)cs1 (stereo not drawn)
    10.5%	-1.2	0.2%	2.5	1.1	4.8%	-5.5	.	-0.9%
CN(C(=O)c1ccc(OC2CCN(C(=O)c3cccnc3)CC2)cc1)C1CCCCC1
    -0.6%	-2.5	3.1%	1.8	6.9	1.7%	16.8	12.0	-5.3%
COCCN1C(=O)/C(=C/c2cc3c(cc2Br)OCO3)NC1=S
    2.5%	-3.0	-0.2%	1.7	-6.0	-3.1%	-5.6	-22.3	-1.3%

An excerpt from above in order of number of heavy atoms, falling:
The line under a structure holds: RXFP1 ag	D1 PAM	Vif-A3F inh	D1 ag	D1 antag	Vif-A3G inh	D2 PAM	RXFP1 antag	GRP78 ERSR act
Cc1c(C(=O)N2CCN(Cc3ccc4c(c3)OCO4)CC2)sc2ncnc(N3CCN(c4ccccc4F)CC3)c12
    4.4%	-4.5	0.8%	1.9	-1.2	-3.2%	.	-5.3	-0.7%
CN(C(=O)c1ccc(OC2CCN(C(=O)c3cccnc3)CC2)cc1)C1CCCCC1
    -0.6%	-2.5	3.1%	1.8	6.9	1.7%	16.8	12.0	-5.3%
COCCN1C(=O)/C(=C/c2cc3c(cc2Br)OCO3)NC1=S
    2.5%	-3.0	-0.2%	1.7	-6.0	-3.1%	-5.6	-22.3	-1.3%
